# KOR beta-arrestin-1: KOR agonists, beta-arrestin recruitment, primary screen, cell-based, luminescence, uHTS (AID 1777) | one-dose activation, % at 10 µM; EC50 in µM for titrated hits | KOR beta-arrestin recruitment, luminescence; higher % means a stronger effect | 280,000 tested, 0.02% active | Kappa-type opioid receptor (Homo sapiens); in the data active = activation above about 50%, passing the limit was not always enough; also: a part of the inactive calls stands beside numbers as strong as those of hits
# GPR55 beta-arrestin: GPR55 agonists via beta-arrestin recruitment, primary screen, imaging, U2OS cells, beta-arrestin-GFP redistribution (AID 1961) | G-protein coupled receptor 55 (Homo sapiens) | U2OS GPR55 beta-arrestin-GFP redistribution imaging; higher % means a stronger effect | one-dose activation, % at 10 µM; EC50 in µM for titrated hits | 290,000 tested, 0.048% active;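 active = activation above 40% with more than 50 cells counted in the well; inconclusive = wells holding fewer than 50 cells, flagged as toxic or sparse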;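 also: U2OS osteosarcoma cells stably expressing GPR55 and beta-arrestin-GFP; plate controls were DMSO negative control for no effect and LPI positive control for full effect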
# GPR35 antagonists: GPR35 antagonists blocking zaprinast-driven arrestin recruitment, primary screen, imaging, U2OS, beta-arrestin-GFP, zaprinast agonist (AID 2058); G-protein coupled receptor 35 (Homo sapiens); U2OS GPR35 beta-arrestin-GFP translocation imaging, zaprinast antagonism; higher % means a stronger effect; inhibition, % at 10 µM; hits with a dose series show IC50 in µM; 290,000 tested, 0.052% active;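 active = inhibition of at least 50% with at least 30 cells and total cytoplasm GFP at most 10,000,000; inconclusive = under 30 cells or total GFP of 10,000,000 plus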
# HIV peptide binding: inhibitors of HIV fusion peptide binding, primary screen, biochemical, uHTS, fluorescence dequenching (AID 1986); cell-free peptide binding, fluorescence dequenching, 30 min; higher % means a stronger effect; 290,000 tested, 0.3% active; inhibition, % at 20 µM, or IC50 in µM where a hit was titrated; in the data active = inhibition mostly above about 52%, no sharp cut-off; inactive = mostly below about 76%; also: some results filed as inactive read as strong as hits
# NS5 inhibitors: Dengue-2 NS5 methyltransferase inhibitors, primary screen, biochemical, confirmation dose response (AID 588689). Dengue-2 NS5 methyltransferase capping enzyme assay, biochemical; higher % means a stronger effect. Genome polyprotein (Dengue virus type 2 (strain 16681-PDK53)). 340,000 tested, 0.3% active. inhibition, % at 25 µM, or IC50 in µM where a hit was titrated; in the data active = a potency from the dose series; inconclusive = inhibition above about 29% without an active follow-up result
# GPR55 antagonists: GPR55 antagonists blocking LPI-driven arrestin recruitment, primary screen, imaging, U2OS, beta-arrestin-GFP, LPI agonist (AID 2013). U2OS GPR55 beta-arrestin-GFP translocation imaging, LPI antagonism; higher % means a stronger effect. inhibition, % at 10 µM; hits with a dose series show IC50 in µM. 290,000 tested, 0.13% active;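 active = spots per cell inhibited over 60%, with over 100 cells counted and total cytoplasm intensity under 500,000; inconclusive = wells with under 100 cells, flagged as likely toxic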;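 also: U2OS cells stably carrying GPR55 and arrestin-GFP stimulated by 5 µM LPI near EC80; imaged beta-arrestin-GFP aggregate spots per cell after agonist stimulation; plate controls were LPI-stimulated DMSO wells for no effect and DMSO wells without LPI for full effect; some results filed as inactive read as strong as hits; confirmed hits need IC50 under 10 µM and bright autofluorescent wells are also inconclusive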
# West Nile antiviral: West Nile virus antiviral activity, cell-based, CPE readout (AID 1621). 290,000 tested, 0.02% active. West Nile virus-infected cells, CPE inhibition; higher % means a stronger effect. CPE inhibition, % at 10 µM; hits with a dose series show IC50 in µM; in the data active = a potency from the dose series; inconclusive = CPE inhibition mostly from about 3.7% at the one dose, without a potency; inactive = the rest, 99 in 100 with CPE inhibition below about 2.2%; also: strong numbers were not always called active
# KOR beta-arrestin-2: KOR antagonists, beta-arrestin recruitment, cell-based, luminescence, uHTS (AID 1778). Kappa-type opioid receptor (Homo sapiens). KOR beta-arrestin recruitment, luminescence, antagonist mode; higher % means a stronger effect. 290,000 tested, 0.091% active. inhibition, % at 10 µM; hits with a dose series show IC50 in µM; in the data active = inhibition above about 50%; also: strong numbers were not always called active
# NOD1 inhibition: NOD1 signaling inhibitors, primary screen, cell-based, luminescence, uHTS (AID 1578) | NOD1-driven NF-kB luciferase reporter cells, luminescence; higher % means a stronger effect | inhibition, % at 4 µM, or EC50 in µM where a hit was titrated | 290,000 tested, 1% active; in the data active = inhibition mostly above about 36%, no sharp cut-off; inactive = mostly below about 34%;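 also: HEK-293T reporter cells stimulated with the NOD1 agonist gamma-tri-DAP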
# NS5 inhibitors pilot replicate: second read-out of NS5 inhibitors, no call of its own (marks repeat the call); inhibition, %; measured here: pilot screen replicate inhibition
# * = called active by the depositor; ? = inconclusive; / = not tested or not shown; [ ] = remark or other dose.
SMILES,KOR beta-arrestin-1,GPR55 beta-arrestin,GPR35 antagonists,HIV peptide binding,NS5 inhibitors,GPR55 antagonists,West Nile antiviral,KOR beta-arrestin-2,NOD1 inhibition,others
O=C(CSc1nc2nc(-c3cccs3)cc(C(F)(F)F)c2c(=O)[nH]1)NCc1ccco1,-1.2%,0.0%,-14%,44%,24%,10%,0.8%,-4%,2%,
CCOc1ccc(N(C(C)C(=O)N2CCCC2)S(C)(=O)=O)cc1 (stereo unspecified),0.4%,-0.2%,5%,-0.8%,-3%,-2%,-0.3%,-27%[20 µM],-39%,
CCN=C(NC#N)SCc1c(F)cccc1Cl,-2.4%,0.8%,-11%,0.6%,0%,6%,-0.6%,-7%,-37%,
CC(C)CN1CCN(Cc2ccc(CN3CCCCC3)s2)CC1CCO (stereo unspecified),-5.4%,-0.2%,-12%,-0.5%,-11%,-8%,0.3%,5%,-22%,
CCCCS/C(N)=N/N=C/c1cc(C)ccc1O,-2.0%,0.0%,-4%,-3.0%,5%,6%,-0.6%,9%,-36%,
O=C(O)CCN1C(=O)c2ccc(Oc3ccc([N+](=O)[O-])cc3)cc2C1=O,0.2%,-0.1%,-5%,3.5%,-5%,6%,0.3%,-31%[20 µM],-1%,
COc1cc2cc(CN(Cc3cccs3)C(=S)Nc3cccc(C)c3)c(=O)[nH]c2cc1OC,-1.5%,-0.4%,-9%,-1.9%,/,12%,-0.1%,45%,-20%,
CCN(CC)CCOC(=O)c1ccc(N/C=C(/C#N)c2nc(-c3cc4ccccc4oc3=O)cs2)cc1,-2.8%,0.0%,4%,64%,-3%,12%,2.0%,-16%,-11%,
Cc1nc2ccccc2c(=O)n1NC(=O)c1ccco1,2.8%,0.3%,3%,1.3%,-5%,2%,-0.1%,-9%,-26%,
CN(C)c1ccc(/C=C2\CCCc3c2nc2ccccc2c3C(=O)O)cc1,0.1%,-0.2%,3%,1.7%,-56%,5%,-0.4%,-1%,-11%,
CCN(CC(=O)NCc1ccc(Cl)cc1)C(=O)c1ccc(C#N)cc1,-2.0%,0.9%,3%,0.5%,6%,2%,-0.2%,26%,3%,
O=C(CN1CCN(c2ccc(Cl)cc2[N+](=O)[O-])CC1)N1CCOCC1,0.5%,-0.1%,-14%,-1.2%,-2%,10%,0.0%,20%,3%,
O=C(CCSc1ccccc1)N1CCN(C(=O)c2ccco2)CC1,-4.2%,-0.2%,8%,-2.1%,4%,4%,-0.4%,-24%,-19%,
O=C(Cn1nnc2ccccc2c1=O)Nc1ccc(S(=O)(=O)N2CCOCC2)cc1,-3.3%,0.2%,-9%,2.7%,1%,3%,0.6%,10%,-18%,
CN1CCC(OC(=O)COc2ccc(F)cc2)CC1,-0.7%,-0.3%,8%,-2.9%,-5%,10%,0.9%,0%,11%,
CCCCC1(C(=O)OCC)CC(CN2CCOCC2)OC1=O (stereo unspecified),-0.5%,-0.1%,13%,2.4%,-4%,-6%,0.0%,-14%,-15%,
O=C(Nc1ccccc1Cl)C1(c2ccccc2)CC1(Cl)Cl (stereo unspecified),-0.1%,-0.1%,0%,-1.3%,-7%,18%,-0.6%,-2%,-8%,
Cn1c(Cn2cnc([N+](=O)[O-])n2)nnc1SCC(=O)Nc1cccc(Cl)c1,-4.3%,0.7%,3%,-0.8%,1%,14%,-0.3%,6%,-10%,
Cc1nc2ccc(NC(=O)N(C(C)C)C(C)C)cc2s1,1.3%,-0.1%,12%,-0.3%,9%,-5%,0.1%,-30%,-17%,
COC(=O)c1cc(NCc2ccc3c(c2)OCO3)ccc1N1CCOCC1,-5.5%,0.0%,-8%,-3.0%,-1%,1%,0.6%,20%,7%,
CCn1c(SCc2ccc(F)cc2)nc2ccccc2c1=O,0.1%,-0.1%,16%,-1.0%,-12%,7%,-0.3%,-18%,4%,
C=CCn1cc(CN2CCC(C(=O)Nc3cccc(-c4cccc(Cl)c4)c3)CC2)c(C)n1,7.1%,-0.2%,-10%,-0.3%,-6%,1%,-1.0%,-99%,-23%,
COc1ccc(OCCCON2C(=O)c3ccccc3C2=O)cc1,-1.3%,0.0%,-14%,-2.3%,10%,-3%,0.8%,38%,-30%,
O=C(O)c1cccc(NC(=O)c2ccc3c(c2)C(=O)N(c2ccccc2)C3=O)c1,3.0%,-0.1%,8%,0.9%,1%,-10%,-0.1%,9%,-3%,
Cc1cc(NC(=O)c2cc(-c3ccco3)on2)no1,-2.2%,-0.1%,-13%,1.0%,-6%,21%,0.2%,-1%,-80%,
CCOC(=O)C1(Cc2cccc(F)c2)CCN(Cc2ccon2)CC1,-0.9%,-0.3%,8%,0.6%,/,-1%,-0.6%,0%,-7%,
COc1cc(C2NC(=S)NC(C)=C2C(=O)Nc2cc(C)cc(C)c2)ccc1O (stereo unspecified),/,-0.1%,17%,-2.9%,-2%,-2%,0.1%,27%,-5%,
Cc1cccc(N(CC(=O)NCc2ccc(F)cc2)C(=O)c2csnn2)c1C,-0.5%,0.3%,-7%,-0.4%,-12%,7%,-1.2%,-16%,-36%,
O=C(O)/C=C/c1ccc2ccccc2n1,-7.1%,0.0%,9%,-0.4%,-3%,-16%,?,4%,-12%,
O=C1NC(=Nc2ccccc2)S/C1=C\c1ccccc1,-4.3%,-0.3%,-1%,0.8%,2%,0%,-1.0%,-29%[20 µM],-2%,
C=CCOC(=O)COc1ccc2c(C)c(CC)c(=O)oc2c1,-2.5%,-0.2%,-2%,-1.5%,-1%,17%,-0.3%,9%,-12%,NS5 inhibitors pilot replicate=-1.8
Cc1cc(NS(=O)(=O)c2ccc(NC(=O)Nc3ccccc3)cc2)no1,-4.5%,0.3%,1%,4.0%,-28%,0%,1.1%,17%,-5%,
CCC(=O)Nc1nc(C)c(-c2csc(Nc3ccccn3)n2)s1,-1.1%,-0.8%,-12%,-0.1%,5%,16%,1.2%,-21%,-34%,
CCOC(=O)c1c(C)nc(SC)c(C#N)c1-c1ccccc1,-1.8%,-0.1%,16%,0.8%,5%,14%,0.8%,-5%,6%,
CCCOc1ccc(CCC(=O)N/N=C/c2ccco2)cc1,0.0%,-0.1%,-12%,-0.5%,/,6%,0.7%,-13%,-15%,
CC(=O)NC(=S)Nc1ccc(NC(=O)COc2ccc(Cl)cc2)cc1,-2.8%,0.7%,-16%,-1.6%,-11%,5%,0.0%,-22%,13%,
O=C(c1cccn2c(=O)c3ccccc3nc12)N1CCN(c2ccccn2)CC1,0.1%,0.1%,-11%,2.5%,-4%,9%,-0.1%,-3%,-9%,
O=S(=O)(NCc1nnc2c(C(F)(F)F)cc(Cl)cn12)c1ccccc1,6.0%,-0.1%,6%,1.2%,0%,2%,0.6%,15%,-32%,
Nc1ccc2ncccc2c1N,1.4%,0.3%,-17%,16%,9%,7%,/,-32%,-25%,
CCc1ccc(CN(C)Cc2nc(Cc3cccc(C(F)(F)F)c3)no2)nc1,-0.8%,0.0%,12%,-0.3%,-4%,14%,-1.2%,-7%,-23%,
CCOC(=O)N1CCC(NC(=O)c2cc(C(=O)Nc3ccc(OC)c(OC)c3)ccc2CO)CC1,-0.4%,0.3%,17%,-1.9%,4%,-4%,0.2%,22%,-5%,
CC(C)C(OC(=O)CN1C(=O)c2ccccc2C1=O)C(=O)NC1CCCCC1 (stereo unspecified),-0.9%,-0.2%,-2%,-0.7%,-1%,3%,0.0%,-5%,-23%,
O=C(/C=C/c1ccc(Br)cc1)c1ccc(NC2=NCCCS2)cc1,0.3%,36%,5%,-1.4%,-11%,22%,-1.1%,-40%,37%,
Cc1ccc(C)c(N(CC(=O)NC2CCCC2)S(=O)(=O)c2ccccc2)c1,5.7%,0.3%,9%,-1.6%,-3%,-11%,-0.6%,-8%,16%,
COc1cc(C(=O)NCCOc2cccc(C)c2)c(Br)c(OC)c1OC,-1.5%,-0.1%,18%,-1.7%,-6%,4%,-0.6%,29%,2%,
COc1cc(S(=O)(=O)Nc2ccccc2)ccc1NC=O,-0.4%,0.2%,-2%,-0.8%,-2%,9%,0.3%,-23%,-7%,
CCOC(=O)Cn1cnc2scc(-c3ccccc3)c2c1=O,4.9%,-0.1%,22%,-1.5%,-2%,0%,0.0%,18%,6%,
O=C(COC(=O)c1ccc(S(=O)(=O)N2CCCC2)cc1)Nc1cccnc1Cl,-1.0%,-0.3%,-4%,5.2%,0%,-7%,0.2%,-28%,-11%,
Cc1c(N2C(=O)/C(=C/c3ccccc3)SC2=S)c(=O)n(-c2ccccc2)n1C,9.6%,0.2%,-10%,-4.2%,4%,-6%,-0.7%,-9%,3%,
C=CCNC(=O)CN1N=C(c2ccc(C)cc2)CCC1=O,-6.6%,-0.1%,-10%,-2.1%,-1%,11%,-0.6%,0%,-14%,
CCOc1ccc(CCNC(=O)c2nnn(CC(=O)Nc3ccc(OC)c(OC)c3)c2N)cc1OCC,-0.1%,-0.2%,-5%,0.7%,-11%,4%,1.3%,-7%,1%,
COCc1cc(C)n(CC(=O)NCC2CCCO2)c(=O)c1C#N (stereo unspecified),-5.4%,0.2%,-13%,1.2%,-8%,20%,-0.3%,-18%,-18%,
Cc1n[nH]c(=O)c2c(NC(=O)CSc3nc4ccccc4c(=O)n3C(C)C)oc(C)c12,-1.9%,-0.1%,15%,0.3%,-2%,0%,1.1%,11%,-9%,
COc1ccc2c(C)c(C(=O)NCC(C)O)oc2c1OC (stereo unspecified),-1.3%,-0.1%,8%,-1.9%,-3%,-9%,0.1%,20%,2%,
Cc1ccc(NC(=O)NC(=O)CN2C(=O)NC3(CCc4ccccc43)C2=O)c(C)c1 (stereo unspecified),-0.2%,0.3%,-8%,-1.2%,1%,8%,-0.5%,8%,-15%,
CCn1cc(C(=O)NCCC(=O)NC(C)C)c(=O)c2cc3c(cc21)OCO3,-5.6%,0.0%,0%,-2.3%,0%,4%,-0.3%,15%,0%,
Cc1cccc(C(=O)N/N=C2\CS(=O)(=O)N(C)c3ccsc32)c1,0.5%,-0.1%,16%,-0.1%,-3%,10%,-0.3%,20%,-4%,

# Screens from PubChem.

# Some of the compounds tested, so the mix of outcomes need not match the whole.
